# Bioassay records: PubChem BioAssay, several laboratories
# Efflux pump mplx = inhibitors of Candida efflux pumps in yeast, primary screen, S. cerevisiae, Nile Red, multiplex; inhibition, % at 10 µM; S. cerevisiae Candida pump triplex; 0.44% of 330,000 active;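 active = plate passing quality check with inhibition over a set limit, or well fluorescence over plate mean plus 4 SD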;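 note: Nile Red retained in pooled yeast measured as flow cytometry median fluorescence; 0% = buffer negative control and 100% = Enniatin B positive control; higher means more Nile Red kept so more efflux inhibition; some compounds called inactive have numbers as strong as hits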
# PREPL inh = PREPL enzyme inhibitors, primary screen, biochemical, fluorescence polarization; recombinant PREPL, fluorescence polarization activity-based probe; AID 2751, 2010; Prolyl endopeptidase-like (Homo sapiens), Q4J6C6; inhibition, % at 5.96 µM; 0.68% of 320,000 active; in the data active = inhibition above about 43%;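 note: 0% = enzyme with DMSO and 100% = wells lacking enzyme; many of its hits are not listed in these tables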
# Target sequence (Q4J6C6 whole entry, looked up): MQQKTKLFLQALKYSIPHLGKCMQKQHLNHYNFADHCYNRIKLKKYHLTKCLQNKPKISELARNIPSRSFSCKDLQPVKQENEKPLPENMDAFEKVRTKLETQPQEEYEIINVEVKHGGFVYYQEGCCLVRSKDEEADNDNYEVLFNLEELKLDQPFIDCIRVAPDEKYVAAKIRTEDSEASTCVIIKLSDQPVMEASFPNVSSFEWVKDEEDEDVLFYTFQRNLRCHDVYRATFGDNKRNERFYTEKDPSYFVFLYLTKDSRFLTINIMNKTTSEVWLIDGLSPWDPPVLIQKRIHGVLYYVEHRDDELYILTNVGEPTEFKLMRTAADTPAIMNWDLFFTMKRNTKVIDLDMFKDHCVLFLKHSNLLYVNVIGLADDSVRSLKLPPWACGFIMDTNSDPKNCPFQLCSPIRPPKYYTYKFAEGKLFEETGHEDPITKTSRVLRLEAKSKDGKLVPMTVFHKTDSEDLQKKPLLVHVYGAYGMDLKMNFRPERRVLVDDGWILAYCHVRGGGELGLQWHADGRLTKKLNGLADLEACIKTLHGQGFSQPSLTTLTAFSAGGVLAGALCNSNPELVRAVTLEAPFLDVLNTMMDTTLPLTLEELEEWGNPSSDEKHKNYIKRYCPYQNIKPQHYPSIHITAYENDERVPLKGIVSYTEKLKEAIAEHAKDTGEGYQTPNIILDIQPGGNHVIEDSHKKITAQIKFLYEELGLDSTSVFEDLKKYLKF
# JMJD2C inh = inhibitors of GASC-1 histone demethylase, primary screen, biochemical, fluorescence, DELFIA europium; 0.069% of 330,000 active; GST-JMJD2C(1-420) H3K9me3 demethylation; Lysine-specific demethylase 4C (Homo sapiens), Q9H3R0; inhibition, % at 2.35 µM;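 active = more than half of a compound's replicate wells show inhibition beyond 50%, single wells judged on their own value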;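 note: signal counts dimethyl H3K9 product captured on neutravidin plate; 0% = median of DMSO wells and 100% = 0.3 times that DMSO median; strong numbers were not always called active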
# Target sequence (Q9H3R0 1-420 limits assumed): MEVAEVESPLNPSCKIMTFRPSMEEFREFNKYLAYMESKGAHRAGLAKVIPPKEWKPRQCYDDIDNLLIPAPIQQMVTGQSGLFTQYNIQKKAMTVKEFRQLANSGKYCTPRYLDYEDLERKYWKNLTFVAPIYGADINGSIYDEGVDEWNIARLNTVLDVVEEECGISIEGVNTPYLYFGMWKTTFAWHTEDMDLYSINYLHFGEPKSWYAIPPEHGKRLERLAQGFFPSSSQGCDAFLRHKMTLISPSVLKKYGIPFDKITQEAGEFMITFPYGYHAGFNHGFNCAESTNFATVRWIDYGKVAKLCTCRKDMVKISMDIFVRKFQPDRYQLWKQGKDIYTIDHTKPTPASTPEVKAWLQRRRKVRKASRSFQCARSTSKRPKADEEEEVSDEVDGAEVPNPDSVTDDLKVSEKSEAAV
# * hit, by the source's call. An excerpt, so the mix of outcomes need not match the whole.
SMILES,Efflux pump mplx,PREPL inh,JMJD2C inh
C=CCn1c(SCC(=O)c2c(N)n(C)c(=O)n(C)c2=O)nnc1-c1ccoc1C,-0.1,7.5,-1.3
Cc1cc(NS(=O)(=O)c2ccc(NC(=O)c3ccc([N+](=O)[O-])s3)cc2)nc(C)n1,0.3,22.0,0.8
COc1ccc(S(=O)(=O)N(C)C[C@H]2Oc3c(NC(=O)Nc4ccc(C(F)(F)F)cc4)cccc3C(=O)N([C@H](C)CO)C[C@@H]2C)cc1,33.6*,10.6,-20.1
COc1cccc(C2(C)NC(=O)N(CC(=O)Nc3ccc(N4CCOCC4)cc3)C2=O)c1 (stereo not given),-0.1,12.0,-2.0
O=C(COC(=O)CNC(=O)c1cccc(OC(F)F)c1)NCc1ccc2c(c1)OCO2,-0.1,-1.0,16.1
COc1ccccc1OCC(=O)NNC(=O)c1ccc(F)c(S(=O)(=O)N2CCOCC2)c1,0.1,6.9,1.7
O=C(CN1C(=O)NC2(CCCCCCC2)C1=O)Nc1c(Cl)cccc1Cl,-0.2,2.4,4.1
Cc1ccnn1-c1ccc(C(=O)NCc2ccccc2CN2CCOCC2)cc1,0.1,15.4,0.8
CC(=O)C[C@H](O)CC(=O)[C@@H]1OC(=O)CCCCC/C=C/Cc2ccccc21,0.1,13.3,-3.3
O=C(NC(=S)Nc1ccccc1OC(F)F)c1ccc2c(c1)OCO2,-0.2,0.6,-2.1
CN(C(=O)c1cccc(NC(=O)C2CCN(C(=O)OC(C)(C)C)CC2)c1)C1CCCCC1,-0.1,8.3,26.4
CCC[C@@H](CN1CCC[C@H]1CN1C(N)=NC[C@@H]1Cc1ccccc1)N1C[C@@H](Cc2ccccc2)N(CCc2ccc(Cl)c(Cl)c2)C1=N,0.2,31.9,2.0
C[C@@]12C(=O)N(c3cccc(Cl)c3)C(=O)N1[C@@H]1c3ccccc3OC[C@@H]1[C@H]2c1ccccc1,-0.3,8.0,3.0
COc1ccccc1S(=O)(=O)Nc1cccc(S(=O)(=O)N2CCCC2)c1,-0.1,15.0,1.0
CCn1c(C)nc2cc(C(=O)NN=Cc3ccccc3OC(F)F)ccc21,0.1,17.2,5.1
COc1cccc(C(=O)OCC(=O)N2CCC(Cc3ccccc3)CC2)c1OC,0.3,1.9,-13.2
CCOc1cc(C=NNC(=O)c2cccc(S(=O)(=O)N3CCCC3)c2)ccc1O,0.3,13.8,1.4
NC(=O)c1ccc(NC(=O)CSc2nnc(C3CC3)n2C2CC2)cc1,-0.1,-0.7,6.1
CN(C(=O)c1cccc(NC(=O)Cc2ccc([N+](=O)[O-])cc2)c1)C1CCCC1,0.1,-4.1,-1.8
CCN(C(=O)c1ccc(Cl)c(S(=O)(=O)Nc2c(C)n(C)n(-c3ccccc3)c2=O)c1)c1ccccc1,0.1,10.3,-0.2
O=C1N[C@@H](c2ccccc2)COC(=O)[C@H](Cc2ccc(F)cc2)CC/C=C/C[C@H]1CC(=O)N(CCO)Cc1ccccc1,0.3,36.2,4.4
O=C(COC(=O)Cc1c[nH]c2ccccc12)Nc1ccccc1C(F)(F)F,-0.2,6.2,13.3
CC(C)(O)c1cc2ccc(C#CCCN3C(=O)c4ccccc4C3=O)cc2c(=O)o1,0.2,9.9,-4.0
Cc1cc(OCC(=O)OCC(=O)Nc2cc(S(=O)(=O)N3CCOCC3)ccc2Cl)ccc1Cl,0.1,30.9,13.7
C[C@@H]1CN([C@H](C)CO)C(=O)Cc2cc(NS(=O)(=O)c3ccc(Cl)cc3)ccc2O[C@H]1CN(C)Cc1ccc(C(F)(F)F)cc1,0.9,-8.5,1.0

# Ordered by the number under PREPL inh (descending): 5 from the list above.
SMILES,Efflux pump mplx,PREPL inh,JMJD2C inh
CCC[C@@H](CN1CCC[C@H]1CN1C(N)=NC[C@@H]1Cc1ccccc1)N1C[C@@H](Cc2ccccc2)N(CCc2ccc(Cl)c(Cl)c2)C1=N,0.2,31.9,2.0
COc1cccc(C2(C)NC(=O)N(CC(=O)Nc3ccc(N4CCOCC4)cc3)C2=O)c1 (stereo not given),-0.1,12.0,-2.0
COc1ccccc1OCC(=O)NNC(=O)c1ccc(F)c(S(=O)(=O)N2CCOCC2)c1,0.1,6.9,1.7
O=C(COC(=O)Cc1c[nH]c2ccccc12)Nc1ccccc1C(F)(F)F,-0.2,6.2,13.3
O=C(NC(=S)Nc1ccccc1OC(F)F)c1ccc2c(c1)OCO2,-0.2,0.6,-2.1

# Further entries follow:
SMILES,Efflux pump mplx,PREPL inh,JMJD2C inh
CCOc1ccc(C(=O)NCC(=O)NNC(=O)c2ccco2)cc1OCC,-0.1,14.6,4.0
Nc1nc2ccc(C(=O)Nc3ccc(N4CCOCC4)cc3)cc2s1,-0.1,4.4,1.0
O=C(COC(=O)CN1CCSC1=O)Nc1ccc(F)cc1Cl,0.0,13.9,-3.8
N#Cc1ccc(C(=O)NC(=S)N2CCOCC2)cc1,-0.2,20.1,-1.3
O=S(=O)(N(Cc1ccccc1)[C@@H](CO)Cc1ccccc1)N(Cc1ccccc1)[C@@H](CO)Cc1ccccc1,-0.2,3.1,1.3
CC(C)(C)NC(=O)CC1C[C@H](C(=O)N2CCCCC2)[C@@]2(C)c3[nH]c4ccccc4c3CCN2C1=O (stereo not given in full),0.5,16.0,24.0
CSc1nc(N)nc2c1ncn2CC(=O)NCC1CCCO1 (stereo not given),-0.2,7.6,20.7
O=C(NCC(c1ccco1)N1CCCC1)c1ccc(-n2cccn2)cc1 (stereo not given),0.0,13.4,-8.7
COCc1c(C(=O)Nc2cccc(S(=O)(=O)N3CCCCC3)c2)oc2ccccc12,0.0,15.3,-2.8
O=S(=O)(c1ccc(Cl)cc1)N1CCN(c2ncnc3sccc23)CC1,-0.1,-51.1,-0.4
O=C(Cc1ccc([N+](=O)[O-])cc1)Nc1cccc(C(=O)N2CCCCC2)c1,0.0,5.1,0.1
Cc1cc(C)n2nc(SCC(=O)N3CCCC(C)C3)nc2n1 (stereo not given),0.2,3.9,-2.4
NS(=O)(=O)c1ccc(NNC(=O)c2ccc(Br)o2)c([N+](=O)[O-])c1,-0.2,14.9,2.2
Cc1ccc2nc3n(c(=O)c2c1)-c1ccc(Cl)cc1C(=O)NC3CC(C)C (stereo not given),-0.3,-3.3,10.5
C#CCOCCOCCOCCNc1nc(N2CCN(C(=O)C([C@@H](C)O)n3cc([C@@H](N)CCCCN)nn3)CC2)nc(N2CCN(C(=O)[C@H](CCC(=O)O)n3cc([C@@H](N)CCCCN)nn3)CC2)n1 (stereo not given in full),0.0,14.9,-7.9
O=C(COC(=O)c1ccc(F)cc1)Nc1ccc2c(c1)OCO2,0.0,29.1,6.0
COCCNC(=O)c1cccc2c1C(=O)c1ccc(N3CCOCC3)cc1S2(=O)=O,0.1,12.5,9.8
C=CCNC(=O)c1cccc2c1C(=O)c1ccc(N3CCCC3)cc1S2(=O)=O,0.1,-20.8,2.7
Cc1ccccc1C(=O)O[C@H]1[C@H](Cc2ccccc2)NS(=O)(=O)[C@H]2CC3C=C[C@]12O3,0.4,-4.6,-0.4
COc1ccc(C)cc1-n1nnnc1SC(C)C(=O)NC1CCCC1 (stereo not given),-0.3,13.3,4.7
CCN(C(=O)CSc1ccc2ccccc2n1)C1CCCCC1,0.1,8.0,-5.3
Cc1c(C(=O)OCC(=O)N2CCN(c3ccccc3)CC2)oc2ccccc12,0.3,-1.0,-3.8
COc1ccccc1C(=O)NC(=O)COC(=O)CNC(=O)c1ccccc1F,0.2,13.5,3.2
COc1cccc2cc(C(=O)OCC(=O)N3CC(C)OC(C)C3)c(=O)oc12 (stereo not given),0.3,0.6,-2.4
COC(=O)CN1C(=O)[C@H]2[C@@H](/C=C/c3ccccc3)N3C(=O)CN(Cc4ccccn4)C(=O)[C@@]3(Cc3ccccc3)[C@H]2C1=O,-0.2,19.2,38.7
# The list goes on:
SMILES,Efflux pump mplx,PREPL inh,JMJD2C inh
CCC/C(C#Cc1cc(OC)cc(OC)c1)=C1/c2ccccc2C(=O)N1c1ccccc1,0.2,14.4,-1.7
O=C(Cc1ccc([N+](=O)[O-])cc1)Nc1cccc(C(=O)N2CCCC2)c1,-0.3,-2.7,-8.3
COc1ccccc1NS(=O)(=O)c1cc(NC(=O)COc2ccccc2F)ccc1N1CCOCC1,-0.2,7.9,6.3
COCCN=C(NS(=O)(=O)c1cccs1)c1ccccc1Cl,0.2,5.5,3.7
CN(C(=O)c1cc2ccccc2o1)c1c(N)n(Cc2ccccc2)c(=O)[nH]c1=O,-0.2,17.8,1.3
COc1ccc(C(C)(C)C)cc1NC(=O)CCn1[nH]c(=O)ccc1=O,0.2,4.6,-2.7
CCc1ccccc1NC(=O)c1ccc(OCc2c(C)noc2C)cc1,0.0,13.0,12.8
O=C(c1ccccc1NS(=O)(=O)c1ccc(F)cc1F)N1CCCCC1,-0.1,2.2,-1.2
CCN(C(=O)CSc1nnc(-c2ccc(OC)cc2)n1C(C)C)C1CCS(=O)(=O)C1 (stereo not given),0.4,14.0,5.8
Cc1nn(CC(=O)OCC(=O)c2ccccc2)c(C)c1[N+](=O)[O-],0.0,6.6,-12.2
CCC(CO)Oc1cc(NCc2ccncc2)c2ncn(C(C)C)c2c1 (stereo not given),-0.3,2.6,0.7
CCn1nc(C(=O)NNC(=O)c2ccc(OC(F)F)cc2)c2ccccc2c1=O,0.1,9.5,-8.8
O=C(COC(=O)c1ccc(Br)o1)NCc1ccc(Cl)cc1,-0.1,5.6,-0.7
COc1ccc(-c2sc3ccc(OC)cc3c2C#Cc2cncn2C)cc1,-0.3,29.2,-1.6
CC(CCc1ccccc1)NC(=O)COC(=O)c1cccnc1Cl (stereo not given),0.0,-2.4,0.6
Cn1cccc1C(=O)OCC(=O)c1c[nH]c2ccccc12,-0.1,6.6,-5.1
CN(C)c1ccc(/C=C2\Oc3ccc(C#Cc4cccc(N)c4)cc3C2=O)cc1,0.4,-38.0,-27.9
COc1ccccc1C(=O)NS(=O)(=O)c1ccc(C)cc1,-0.1,11.1,0.0
COc1ccc(OC)c(N2C(=O)CC(NNC(=O)c3ccc4c(c3)OCO4)C2=O)c1 (stereo not given),0.0,4.1,-4.7
COc1ccc(NC(=O)Nc2cccc3c2O[C@H](CN(C)C(=O)Nc2ccc(C(F)(F)F)cc2)[C@@H](C)CN([C@H](C)CO)C3=O)cc1,-0.3,-1.6,-6.3
CC(C)(C)OC(=O)CNC(=O)c1[nH]cnc1C(=O)NC1CCNCC1,-0.1,1.5,-23.7
COc1cc(-c2cc(C(=O)OCC(=O)NC3CC3)c3ccccc3n2)cc(OC)c1OC,0.1,12.1,0.1
O=C(CSc1ccccc1F)NC(=O)c1ccccc1Br,0.1,-0.6,-5.8
O=C(COC(=O)/C=C/c1ccccc1)NC(=O)NC1CCCCC1,0.0,18.2,1.7
c1ccc2c(C[C@@H]3CNCCN3CCCCC3CCCCC3)cccc2c1,-0.1,-68.9,3.6
# (next part)
SMILES,Efflux pump mplx,PREPL inh,JMJD2C inh
CN(CC(=O)Nc1ccccc1Cl)C(=O)c1ccc(Cl)c(S(=O)(=O)N2CCCCCC2)c1,0.3,15.1,2.3
O=C(Nc1ccccc1N1CCOCC1)C1CCCO1 (stereo not given),-0.1,7.4,6.4
COc1cc(OC)c(N(C)S(=O)(=O)c2cccc(C(=O)Nc3nccs3)c2)cc1Cl,0.2,2.3,-1.0
C[C@H](CO)N1C[C@H](C)[C@@H](CN(C)C(=O)Nc2ccc(C(F)(F)F)cc2)Oc2c(NC(=O)CCC(F)(F)F)cccc2C1=O,-0.1,2.8,-0.5
CC(C)(C)OC(=O)C[C@@H]1C/C=C\C[C@@H](CC(=O)N(CCO)Cc2ccccc2)C(=O)N[C@H](Cc2ccccc2)COC1=O,-0.2,14.3,1.5
Cc1ccc(S(=O)(=O)NC[C@H]2O[C@@H](n3cnc4c(N)ncnc43)[C@H](O)[C@@H]2O)s1,-0.3,-4.7,6.1
C=CC[C@H](CC(=O)NCCO)C(=O)N[C@@H](COC(=O)[C@H](CC=C)CC(=O)OC(C)(C)C)Cc1ccccc1,0.1,7.4,-0.6
CCN(CC)S(=O)(=O)c1ccc(N2CC(C(=O)N3Cc4ccccc4CC3C(N)=O)CC2=O)cc1 (stereo not given),-0.2,6.4,6.8
O=S(=O)(Nc1ccccc1N1CCOCC1)c1ccccc1C(F)(F)F,-0.4,4.2,2.6
C[C@]12c3[nH]c4ccccc4c3CCN1C(=O)C(CC(=O)NCc1cccc(C(F)(F)F)c1)C[C@@H]2C(=O)N1CCCCC1 (stereo not given in full),0.2,31.0,40.8
O=C(COc1ccc(Br)cc1)OCC(=O)N1CCOCC1,-0.1,19.5,3.0
Cc1cccc(NC(=O)COC(=O)[C@@H]2CCCN2C(=O)c2cccs2)c1,-0.1,16.1,2.7
COc1ccc(CC(=O)OCC(=O)NC2CCCCC2)cc1OC,0.1,2.2,4.1
CN1CCN(C(=O)c2ccc(-c3ccc(Br)cc3)o2)CC1,0.3,-76.8,5.8
CC(C)Cn1c(SCC(=O)N2CCc3ccccc3C2)nc(O)cc1=O,0.0,8.7,3.9
Cc1ccc(S(=O)(=O)N[C@H](C(=O)OCC(=O)NC(=O)NCc2ccco2)C(C)C)cc1,0.1,9.2,2.6

# Exported tab-delimited: part of the list above.
Molecule	Efflux pump mplx	PREPL inh	JMJD2C inh
O=S(=O)(Nc1ccccc1N1CCOCC1)c1ccccc1C(F)(F)F	-0.4	4.2	2.6
C[C@]12c3[nH]c4ccccc4c3CCN1C(=O)C(CC(=O)NCc1cccc(C(F)(F)F)c1)C[C@@H]2C(=O)N1CCCCC1 (stereo not given in full)	0.2	31.0	40.8
O=C(COc1ccc(Br)cc1)OCC(=O)N1CCOCC1	-0.1	19.5	3.0
